Assay outcomes (PubChem BioAssay)
SW480 rereplic: inducers of DNA re-replication in SW480 colon cancer cells | SW480 DNA re-replication, Hoechst DNA content imaging, 48 h | Potency, µM (titrated, usually from 46.1 µM), for the others: at the highest dose re-replication activation, usual class: activators | 340,000 compounds, 1.8% hits | AID 624297; further: potency means the concentration at half of the fitted maximal effect; % of control where 0% means no effect; nearly all actives have a fitted effect of over 55% in size
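Hoechst fluorescence of nuclei (405 nm excitation, 500-530 nm emission) measured by plate-scanning imager after 48 hr compound exposure at 37 C; re-replication scored as increased number of nuclei with elevated intensity.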
IL1B secr inh: inflammasome signaling inhibition, IL-1 beta readout; AID 743279; activity change, % at 57.5 µM; THP-1 LPS/ATP IL-1B secretion, AlphaLISA, 16 h; active compounds read low; 360,000 compounds, 4.7% hits; in the data active means activity change below about -50%; inconclusive means mostly about -30% to -49%; further: on the % scale 0 is the no-effect control and ±100 the full control effect
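Secreted IL-1B measured by AlphaLISA bead assay after 16 h compound exposure of THP-1 cells; compounds (final up to 57.5 uM) added 1 h before LPS (250 ng/mL) and ATP (1.25 mM) stimulation; lower signal means less secretion.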
GLP1R ag: GLP-1 receptor (human) agonism | Potency, µM (titrated, usually from 45.6 µM), for inactives: at the top dose activation, actives largely listed as activators | AID 624172 | HEK293 GLP-1R CRE-luciferase, luminescence, 4-6 h; cells express a hypersensitive GLP-1R form | 380,000 compounds, 0.007% hits | P43220; further: potency means the concentration at half of the fitted maximal effect; % of control where 0% means no effect
Target sequence (P43220 whole entry, looked up): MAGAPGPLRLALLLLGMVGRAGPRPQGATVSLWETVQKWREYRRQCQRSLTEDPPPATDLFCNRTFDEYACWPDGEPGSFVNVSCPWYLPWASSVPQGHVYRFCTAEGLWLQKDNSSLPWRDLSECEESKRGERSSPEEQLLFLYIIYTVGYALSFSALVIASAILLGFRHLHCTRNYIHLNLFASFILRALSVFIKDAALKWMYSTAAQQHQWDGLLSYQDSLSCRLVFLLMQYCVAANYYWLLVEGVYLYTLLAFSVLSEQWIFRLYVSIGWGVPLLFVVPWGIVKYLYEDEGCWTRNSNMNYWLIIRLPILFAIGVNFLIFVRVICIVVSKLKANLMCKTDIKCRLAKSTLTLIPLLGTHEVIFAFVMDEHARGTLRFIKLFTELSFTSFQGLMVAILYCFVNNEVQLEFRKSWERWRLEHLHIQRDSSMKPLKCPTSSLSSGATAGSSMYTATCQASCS
HT1080NT lethal: kills 2HG-producing HT-1080-NT fibrosarcoma cells; HT-1080-NT fibrosarcoma viability, CellTiter-Glo ATP luminescence, 48 h; Potency, µM (doses to about 46.1 µM), for the others: at the highest dose activity, negative = less viability, most hits filed as cytotoxic; 360,000 compounds, 1.6% hits;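 further: NT is the 2HG producing partner of a matched IDH1 knockdown line; potency means the concentration at half of the fitted maximal effect; 0% = DMSO-treated cells and -100% = media-only wells without cells; nearly all actives have a fitted effect of over 55% in size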
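Luminescent CellTiter-Glo readout after 48 hours of compound exposure at 37 degrees C defined viability of HT-1080-NT cells. Activity was normalized to DMSO wells and cell-free media wells; concentration-response curves were fitted and assigned curve classes.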
HT1080 IDH1KD tx: toxicity to HT-1080 IDH1 knockdown cells (counter line); HT-1080 IDH1 knockdown viability, ATP luminescence, 48 h; Potency, µM (top dose mostly 46.1 µM), without a hit: at the highest dose activity, negative = toxicity, actives largely listed as cytotoxic; 360,000 compounds, 2% hits;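 further: potency means the concentration at half of the fitted maximal effect; 0% = DMSO wells and -100% = cell-free medium wells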
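% activity derives from luminescence (CellTiter-Glo), normalised to DMSO and no-cell wells. HT-1080-IDH1KD cells, 750/well, had 48 h compound exposure at 37 °C.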
D3 ag: agonists of human D3 dopamine receptor. P35462. D3R DiscoveRx beta-arrestin cells, luminescence, 90 min. max activation, %. 410,000 compounds, 0.58% hits. AID 652048; in the data active means max activation above about 30%; further: 0% is about no effect; mostly tested at two doses, the higher about 12 µM
Target sequence (P35462 whole entry, looked up): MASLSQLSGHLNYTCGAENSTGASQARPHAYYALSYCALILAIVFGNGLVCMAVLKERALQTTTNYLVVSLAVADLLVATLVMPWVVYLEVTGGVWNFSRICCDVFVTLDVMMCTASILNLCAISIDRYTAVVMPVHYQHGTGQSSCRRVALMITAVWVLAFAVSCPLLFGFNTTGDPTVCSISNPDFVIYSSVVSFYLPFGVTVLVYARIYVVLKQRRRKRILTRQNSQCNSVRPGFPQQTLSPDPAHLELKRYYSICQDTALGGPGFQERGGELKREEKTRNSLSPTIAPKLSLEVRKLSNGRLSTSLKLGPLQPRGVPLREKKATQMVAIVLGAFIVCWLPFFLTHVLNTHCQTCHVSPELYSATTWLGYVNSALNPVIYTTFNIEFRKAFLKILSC
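Agonist mode: compounds and dopamine controls were applied to plated cells for 90 min at 37 degrees C after an overnight attachment at 1500 cells/well. Luminescent read-out followed 30 - 60 minutes at room temperature with DiscoveRx detection reagent.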
KB-3-1 tox: KB-3-1 parental cell cytotoxicity | KB-3-1 viability, CellTiter-Glo ATP luminescence, 72 h | Potency, µM (titrated, usually from 46.1 µM), for the others: top-dose activity change, negative = cytotoxic, usual class: cytotoxic | 400,000 compounds, 1.4% hits | AID 1347075; further: potency means the concentration at half of the fitted maximal effect; on the % scale 0 is the no-effect control and ±100 the full control effect; nearly all actives have a fitted effect of over 60% in size
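Viability of parental KB-3-1 cells, measured by CellTiter-Glo luminescence, followed a 72 h incubation at 37 °C with pinned compounds in phenol-red-free DMEM containing 10% FBS.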
D3 antag: blocks the human D3 dopamine receptor; 360,000 compounds, 2.5% hits; max response, negative = inhibition, %; P35462; D3R cells, DiscoveRx beta-arrestin luminescence, antagonist mode; active compounds read low; in the data active means max response below about -50%; inconclusive means no clear call, values can overlap the other calls; further: on the % scale 0 is the no-effect control and ±100 the full control effect; mostly tested at two doses, the higher about 12 µM
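Cells expressing the human receptor were seeded at 1500 cells/well, incubated overnight at 37 degrees C in 5% CO2, then exposed to library compounds with dopamine controls for 90 minutes at 37 degrees C before luminescent detection.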
KB-V1 MDR tox: KB-V1 MDR subline cytotoxicity. KB-V1 MDR cells viability, CellTiter-Glo, 72 h. Potency, µM (doses to about 46.1 µM), for inactives: at the top dose activity change, negative = cytotoxicity, actives largely listed as cytotoxic. 400,000 compounds, 3.4% hits. AID 1347076; further: potency means the concentration at half of the fitted maximal effect; on the % scale 0 is the no-effect control and ±100 the full control effect; nearly all actives have a fitted effect of over 60% in size
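In this primary screen, KB-V1 cells overexpressing P-gp are incubated with library compounds (lowest to highest concentration) for 72 h at 37 degrees C before a luminescent ATP viability read.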
* marks the source's active call; other numbers are inactive results; ? = inconclusive; . = not tested or not shown; & = joins results of further samples; [ ] = dose if it differs, or a comment. Unless noted, the call rests on the fitted dose curve; in most records, active means well fitted curve in the direction sought with a large enough effect; inconclusive means small, poorly fitted or top-dose-only effect, or another doubt; inactive means no such curve, though single readings can be large; an effect the other way counts as inactive or inconclusive.

compound | SW480 rereplic | IL1B secr inh | GLP1R ag | HT1080NT lethal | HT1080 IDH1KD tx | D3 ag | KB-3-1 tox | D3 antag | KB-V1 MDR tox
Cc1cc(C)c(C#N)c(N2CCN(C(=O)C3COc4ccccc4O3)CC2)n1 (stereo not drawn) | -5% | 0 | 9% | -1% | -10% | -3 | -5% | -4 | -3%
COCCN1C[C@@H](CO)O[C@@H](n2cnc3c(NCc4ccco4)ncnc32)C1 | . | -19 | 1% | ? | 19% | 6 | 0% | -9 | 5%
O=C(Nc1nccs1)c1ccccc1[N+](=O)[O-] | -6% | 8 | 1% | 0% | -1% | 8 | 13% | 0 | ?
COc1ccc(S(=O)(=O)NCCc2c(C)nn(C)c2Oc2ccccc2)cc1 | 10% | -2 | 3% | -3% | -2% | -1 | -18% | 7 | ?
Cc1cc(-c2onc(C)c2C(=O)Oc2ccc(Cl)cc2)no1 | -24% | 16 | 5% | -10% | -12% | -12 | 5% | 8 | 1%
Cc1noc(C)c1S(=O)(=O)N(C)C[C@H]1OCc2cnnn2CCCC(=O)N([C@H](C)CO)C[C@@H]1C | . | 14 | 1% | 5% | 15% | 3 | 18% | 6 | ?
O=C(NCCc1ccccc1)/C(=N\O)c1ccccc1 | 2% | ? | 1% | -5% | -1% | 0 | 0% | -2 | 0%
O=C(Nc1cccs1)Nc1c(F)cc(F)cc1Br | -1% | -14 | 0% | 1% | -8% | 4 | -2% | -21 | 7%
COc1ccc(N2CCN(CC(O)COc3ccc(C)c(C)c3)CC2)cc1 (stereo not drawn) | 1% | 16 | -2% | -2% | -19% | -20&-30 | -2%&1% | ? | -11%&-11%
CC(C)c1cccc(-c2csc(C(O)c3ccccc3)n2)c1 (stereo not drawn) | . | 44 | 6% | ? | ? | -5 | ? | -27 | ?
CCOC(=O)N1C2=NC(C(=O)OC)=C(C(=O)OC)[C@@H]3N(Cc4ccccc4)c4ccccc4[C@]23C[C@H]1C(=O)OC | 9% | 18 | -2% | 6% | 9% | 4 | 23% | 0 | 16%
CCOC(=O)CSc1nc2c(c(=O)[nH]1)C(C)(CC)Cc1ccccc1-2 (stereo not drawn) | ? | 73 | 18% | ? | 5.8µM* | -33 | ? | -21 | ?
CC1(C)CC(=O)C=C(c2ccc(COC(=O)C(c3ccccc3)c3ccccc3)cc2)C1=O | . | -5 | -3% | -24% | ? | 2 | -28% | 6 | -7%
COc1ccc(S(=O)(=O)N2CC(=O)Nc3ccccc32)cc1Cl | -2% | -1 | 1% | 3% | 5% | 5 | 17% | 13 | 0%
O=C(COC(=O)C1CC1)NC(=O)c1ccccc1 | -8% | 18 | -20% | 0% | 6% | 5 | -1% | 32 | 0%
CCN(Cc1ccccc1)Cc1c(C)[nH]c2c(C)c(C)ccc2c1=O | -4% | -1 | 0% | 0% | 2% | -9 | -10% | -3 | -21%
Cc1ccc(C(=O)OCC(=O)NCc2ccccc2)s1 | . | -4 | -1% | 0% | -1% | 3 | 0% | -12 | 20%
COc1ccc(-c2nn(-c3ccc(C)cc3)c3c2cnc2ccc(C)cc23)cc1OC | . | . | 1% | . | . | 9 | -5% | . | -3%
COC(=O)c1cc2sccc2n1CC(=O)N1CCCc2ccccc21 | -2% | -8 | 1% | 7% | -3% | -9 | 10% | -10 | 0%
CO[C@H]1/C=C/O[C@@]2(C)Oc3c(C)c(O)c4c(O)c(c(C=NN5CCN(C)CC5)c(O)c4c3C2=O)NC(=O)/C(C)=C\C=C\[C@H](C)[C@H](O)[C@@H](C)[C@@H](O)[C@@H](C)[C@H](OC(C)=O)[C@@H]1C | -76% | -26 | 0% | -2% | 8% | -32 | 0% | ? | -2%
COc1ccc(-c2cc(C(F)(F)F)nc(-n3cncn3)n2)cc1 | -1% | -11 | 7% | 1% | -9% | 0 | -2% | 16 | 0%
O=C(CN1CCN(C(=O)c2ccco2)CC1)Nc1cccc(S(=O)(=O)N2CCCC2)c1 | 9% | 21 | 6% | 1% | 1% | 9 | 6% | 0 | 4%
CCN(CC)c1ccc(NC(=O)CCS(=O)(=O)c2cc3c(cc2Cl)NC(=O)CO3)c(C)c1 | . | . | 4% | . | . | -3 | 17% | . | 5%
COc1ccc(OC)c2c1C(=O)C(Cl)=C(Cl)C2=O | ? | -117* | -8% | ? | 3.3µM* | -23 | 5.8µM* | -126* | 5.2µM*
Cc1nn(CC(=O)NCCc2ccc(Cl)cc2)c(=O)c2cccn12 | -18% | 4 | 11% | 3% | 3% | -6 | 9% | -2 | 35%
COC(=O)c1cc(CNC(=O)c2ccc(N3CCCC3)c([N+](=O)[O-])c2)ccc1OC | -4% | -9 | 7% | 2% | -6% | -5 | 29% | -13 | ?
O=C(Nc1ccc(OCCO)cc1)c1csc([C@@H]2C[C@H](O)[C@@H](CO)O2)n1 | . | 0 | -6% | 12% | ? | 7 | 0% | 14 | 18%
CCCCC1CCC(C(=O)OCC(=O)Nc2ccc(S(N)(=O)=O)cc2)CC1 (stereo not drawn) | -74%[inhibitor] | 16 | -10% | -4% | 0% | 3 | 3% | 39 | -9%
COc1ccc(NC(=S)N(Cc2ccc(C)cc2)Cc2ccccn2)cc1 | 0% | 0 | 6% | 5% | 2% | -2 | 0% | -27 | -26%
CN(CC(=O)Nc1ccccc1C(F)(F)F)C(=O)CC1OC(=O)c2ccccc21 (stereo not drawn) | -9% | 8 | -7% | -1% | -1% | 10 | . | 3 | .
CN1CCC(NCCC(c2ccc(F)cc2)c2ccc(Cl)cc2)CC1 (stereo not drawn) | ? | -103* | -6% | 4.1µM* | 5.2µM* | -17 | 16µM* | -6 | ?
CCCc1nnc(NS(=O)(=O)c2ccccc2)s1 | 1% | 19 | 0% | -3% | -2% | 10 | -2% | 8 | -15%
CCOc1ccccc1C(=O)N[C@H](C(=O)Nc1ccc(OC)c(S(=O)(=O)N2CCOCC2)c1)C(C)C | -8% | -10 | 0% | -13% | -1% | -2 | 9% | 16 | -16%
COc1cc(-c2nnc(-c3ccccc3)o2)cc(OC)c1OC | -3% | ? | 14% | 10% | 20% | -5 | -5% | 10 | 9.2µM*
CCN1CCN(C(=O)c2ccc(COc3cccc(Cl)c3)o2)CC1 | 2% | -7 | 15% | ? | -1% | -8 | -2% | -13 | -26%
Cc1ccccc1-c1nc(CS(=O)(=O)CC(=O)NCCN2CCOCC2)c(C)o1 | -9% | -2 | -10% | 9% | 7% | 3 | 0% | 10 | ?
Cc1nc2ccc(C(=O)N(C)Cc3ccco3)cn2c1N(C)C(=O)CCc1ccccc1 | . | -3 | 3% | 8% | 0% | 9 | 0% | -19 | -9%
COC(=O)Cc1ccc(NC(=O)c2ccc3c(c2)C(=O)N(CC2CCCO2)C3=O)cc1 (stereo not drawn) | -1% | 5 | -16% | -5% | 7% | 29 | . | 14 | .
CC(=O)c1ccc(NC(=O)c2cccs2)cc1 | -8% | ? | 0% | -3% | 1% | -6 | 3% | 15 | ?
N#CC1C(=O)NC(=O)C(C#N)C12CCCCC2 (stereo not drawn) | . | 9 | 2% | 14% | 17% | -3 | 11% | -14 | 0%
CN1/C(=C\C=C(C#N)C#N)C(C)(C)c2ccccc21 | -6% | 19 | 0% | 0% | -4% | -1 | -4% | -15 | 0%
COc1cc2c(cc1OC)C(C)N(C(=O)Nc1ccccc1)CC2 (stereo not drawn) | 5.2µM* | 40 | 8% | 2.9µM* | 2.6µM* | -5 | 6.5µM* | 2 | ?
COc1ccc2oc(=N)c(-c3nnc4n3CCCCC4)cc2c1 | -17% | 4 | -4% | 2% | 1% | -2 | 11% | -25 | 5%
CCCOc1cccc(C2C(C(=O)c3cccs3)=C(O)C(=O)N2CCN2CCOCC2)c1 (stereo not drawn) | -1% | 0 | -5% | 11% | 11% | 4 | 18% | 4 | 26%
O=C(CSc1nc2ccccc2c(=O)[nH]1)Nc1ccccc1N1CCOCC1 | 0% | 34 | 6% | -11% | -7% | -8 | 11% | -19 | ?
Clc1nc(NC2CCCC2)nc(N2CCOCC2)n1 | -16%[9.22 µM] | 11 | 13% | -18% | -22% | 22 | -3% | 16 | -17%
O=C1C(=O)N(c2cccc(Cl)c2)C(c2ccccc2[N+](=O)[O-])/C1=C(\O)c1ccccc1 (stereo not drawn) | -3% | 32 | -6% | ? | -28% | -20 | -10% | -28 | 2%
COc1ccc(-c2c(C(=O)c3ccc(Br)cc3)[nH]c(N)c2C(=O)c2ccccc2)cc1OC | . | 10 | -2% | 24% | ? | 0 | 14% | 8 | ?
CC(NC(=O)CCCCCNC(=O)N1CCn2c1nc1ccccc12)c1ccccc1 (stereo not drawn) | ? | -53* | -1% | -8% | -1% | -2 | -21% | -9 | -6%
CCn1c(C)c(CS(=O)(=O)c2ccccc2)[nH]c1=O | 8.2µM* | -6 | 6% | ? | ? | -12 | 1% | -71* | -1%
O=C(Nc1cc(Cl)ccc1N1CCOCC1)C1CC1 | -14% | -4 | -2% | 9% | 9% | 2 | -2% | 19 | 0%
CC(C)CCn1c(CN2CCN(c3cccc(Cl)c3)CC2)nc2c1c(=O)n(C)c(=O)n2C | -23% | 44 | 0% | 18% | 2% | 0 | ? | 5 | -17%
CCn1ncc(C2=NOC(C(=O)Nc3ccc4c(c3)OCO4)C2)c1C (stereo not drawn) | -2% | 0 | 2% | 6%[9.24 µM] | -3% | 0 | ? | 21 | 0%
CCC(c1nnc(SCC(=O)NC2CCCCC2)n1Cc1ccccc1)N(C)C (stereo not drawn) | 7% | 8 | 11% | 0% | 4% | 0 | 0% | -14 | -1%
Cc1ccc(N2C(=O)c3ccccc3C2C(=O)c2ccc(O)cc2O)cc1 (stereo not drawn) | -14% | 32 | 8% | -27% | -20% | -6 | -1% | -10 | 0%
Cc1nn(-c2ccc(F)cc2)c(C)c1CN1CCN(Cc2ccccc2)C(CCO)C1 (stereo not drawn) | -4% | 8 | 12% | 7% | 4% | -25 | -10% | -1 | -4%
O=C(Nc1ccc(Br)cc1F)c1ccc2c(c1)N(Cc1ccccc1)C(=O)CS2=O (stereo not drawn) | 11% | -58* | -1% | ? | -27% | 4 | ? | 11 | ?
